p53ts 32C kill: qHTS Screen for Compounds that Selectively Target Cancer Cells with p53 Mutations: Cytotoxicity of p53ts Cells at the Permissive Temperature; H1299-p53A138V at 32C, ATP luminescence viability, 24 h; Potency, µM (highest dose often 46.1 µM), without a hit: at the top dose activity change, negative = cytotoxicity, hits mostly cytotoxic; 130,000 tested, 0.93% active;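 note: 0% = DMSO and -100% = full killing by reference compound; nearly all actives have a fitted effect of over 55% in size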
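Cells: H1299 p53ts (A138V), 600/well, pre-incubated 16–30 h at 37C. Cpd up to 46 uM, 24 h, 32C. Readout: ATPlite luminescence, 20 min RT. Normalization: DMSO vs tamoxifen 100 uM. AC50 by Hill equation.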
Imprint erasure: qHTS Assay for Compounds that Induce Erasure of Genomic Imprints; mouse ES Peg3-LacZ reporter, beta-gal luminescence, 40 h; Potency, µM (top dose mostly 60.7 µM), for inactives: at the highest dose activity change, positive = activation, most hits filed as activators; 110,000 tested, 0.02% active;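 note: 0% = negative control wells on the plate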
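Imprint erasure is scored as LacZ activity from the silenced maternal Peg3 allele in feeder-free female ES cells cultured 40 h with LIF. Luminescence is normalized to in-plate negative controls and fitted to the Hill equation.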
IkB signaling: IkB Signaling; 110,000 tested, 0.04% active; ABC-DLBCL IkBa-CBG/CBR dual luciferase ratio, 4 h; response scale: scaled: untreated 0%, proteasome inhibitor 100%; Potency, µM (doses to about 57.1 µM), without a hit: at the top dose IkBa stabilization activation; active = well fitted curve in the direction sought with a large enough effect in the signal ratio, not every such curve was filed as active; inconclusive = small, poorly fitted or top-dose-only effect, or a change in a side signal; the % refers to the signal ratio;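 note: the direction sought is a rising ratio; 0% = basal untreated cells and 100% = reference inhibitor full response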
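Curves were fitted separately to fusion (green), unfused (red) and ratio luminescence, then classed by r2, magnitude and activity. Cells: OCI-Ly3, 4 h compound plus doxycycline at 37C; 10 uM MG-132 defined full response.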
p53ts 39C kill: qHTS Screen for Compounds that Selectively Target Cancer Cells with p53 Mutations: Cytotoxicity of p53ts Cells at the Nonpermissive Temperature; H1299-p53A138V viability at 39C, ATP luminescence, 24 h; Potency, µM (doses to about 46.1 µM), for the others: at the highest dose activity change, negative = cell killing, hits mostly cytotoxic; 130,000 tested, 1.5% active; AID 902, 2007; note: nearly all actives have a fitted effect of over 55% in size
Starred values were filed as active, the others as inactive; ? = inconclusive; · = not tested or not shown; [ ] = dose if it differs, or a comment. Unless noted, calls come from the whole dose curve; as a rule, active = well fitted curve in the direction sought with a large enough effect; inconclusive = small, poorly fitted or top-dose-only effect, or another doubt; inactive = no such curve, though single readings can be large; an effect the other way counts as inactive or inconclusive. Unless noted, % is set by controls: 0 for no effect and ±100 for the full control effect; potency is the fitted concentration of half-maximal effect.

Molecule | p53ts 32C kill | Imprint erasure | IkB signaling | p53ts 39C kill
CCCC1(C(=O)OCC)NC(c2ccc(N(C)C)cc2)C2C(=O)N(c3ccc(F)cc3)C(=O)C21 (stereo unspecified) | 2% | · | 0.9% | 0%
CCOC(=O)C1CCCN(C(=O)c2cc3ncc(Br)cn3n2)C1 (stereo unspecified) | 2% | 0% | -0.2% | 1%
[O-][N+]1=C2CCC/C(=N\O)C2=NC12CCCCC2 | 1% | 5% | -1.5% | 0%
CCOC(=O)c1c(C)[nH]c(C(=O)N/N=C/c2ccc(Br)cc2)c1C | -10% | · | · | ?
COc1ccc(-n2c(C(C)n3nc(C)c([N+](=O)[O-])c3C)n[nH]c2=S)cc1 (stereo unspecified) | -8% | · | · | 8%
Fc1ccc(-c2nc(Nc3cccc(Cl)c3)nc3c2COc2ccccc2-3)cc1 | -1% | -15%[10.9 µM] | 1.8% | 25%
CC(C)c1ccc(CNc2nc(-c3ccco3)nn2C(=O)c2ccc([N+](=O)[O-])cc2)cc1 | -25% | -26%[10.9 µM] | ? | ?
Cc1nc(S(=O)(=O)N(C)Cc2ccccc2)c(C#N)c(C)c1Cl | -5% | -7% | 1.3% | 11%
O=C(NCCN1CCOCC1)c1ccc2c(c1)N(Cc1ccccc1)CCS2 | 3% | -15% | -4.2% | 1%
Cc1ccccc1-c1nc(CS(=O)(=O)CC(=O)NCCc2ccccc2)c(C)o1 | 10% | -7%[10.9 µM] | 0.9% | -6%
Cc1c(NC(=O)C(C)(C)C)cccc1-c1nc2ccccc2s1 | 13µM* | -11%[10.9 µM] | ? | 16µM*
O=C(CN1C2CCCC1CC(NC(=O)c1ccccc1)C2)Nc1nccs1 (stereo unspecified) | 10% | · | · | 13%
Cc1c2cccn2cc[n+]1C | 9% | -5% | -1.6% | 8%
Cn1c(=O)c2c(-c3ccncc3)c3c(nc2n(C)c1=O)-c1ccccc1C3=O | -4% | 3% | 1.2% | 3%
Cc1cccc(OCC(=O)Nc2ccccc2N2CCN(C(=O)C(C)C)CC2)c1C | -3% | -4% | -0.6% | 4%

Later entries.
Molecule | p53ts 32C kill | Imprint erasure | IkB signaling | p53ts 39C kill
Cc1sc(C2C(C#N)=C(N)N(c3cccc(Cl)c3)C3=C2C(=O)CCC3)cc1CN1CCOCC1 (stereo unspecified) | 4% | 16%[10.9 µM] | ? | 7%
CCN(CC)c1ccc(NC(=O)c2cccc(OC)c2)c(C)c1 | 7% | -59%[inhibitor] | 0.6% | 7%
COCCn1c(=N)c(C(=O)NCCc2ccc(OC)cc2)cc2c(=O)n3cccc(C)c3nc21 | 3% | -6% | 1.2% | 8%
COC(=O)c1ccc(NC(=O)c2cc(S(=O)(=O)N3CCc4ccccc43)cn2C)cc1 | 14% | -11%[10.9 µM] | ? | 16%
CCOC(=O)C1CCCN(C(=O)c2cc(=O)c3ccccc3o2)C1 (stereo unspecified) | -9% | -2% | 1.1% | -1%
Cc1cccc(N(C)S(=O)(=O)c2ccc3[nH]cc(C(=O)N4CCOCC4)c(=O)c3c2)c1 | -8% | 14% | 1.1% | 2%
CN(C(=O)Cn1c(=O)n(CCCCC(=O)NC2CCCC2)c(=O)c2ccccc21)C1CCCCC1 | 6% | 10% | -0.5% | 6%
Cc1cc(C)n2cc(CSc3nnnn3-c3ccc(Cl)cc3)nc2n1 | 2% | -6% | 1.8% | -5%
Cc1cc(C)c2c(=O)cc(C(=O)NCc3ccc(S(N)(=O)=O)cc3)oc2c1 | -6% | -5%[10.9 µM] | -1.3% | 9%
CC(=O)CSc1nnc(CSc2ncccn2)n1C1CCCCC1 | 1% | -2% | 0.2% | -2%
O=C(NC1CCCC1)C(c1ccccc1)N(Cc1ccc2c(c1)OCO2)C(=O)Cc1cccs1 (stereo unspecified) | -1% | · | · | -6%
COc1ccc(-c2csc(C3=C(O)CN(Cc4ccc(S(N)(=O)=O)cc4)C3=N)n2)cc1OC | 6% | 3% | -1.9% | 1%
COc1ccc(OC)c(S(=O)(=O)NCC(c2ccc(N(C)C)cc2)N2CCOCC2)c1 (stereo unspecified) | 3% | -2%[10.9 µM] | -1.4% | -9%
CCOC(=O)N1CCN(C(=O)c2cn(CCOC)c(=O)c3c2c2ccccc2n3C)CC1 | -10% | -14% | -2.6% | -9%
CCc1cccc(NC(=O)CSC2=Nc3ccccc3N=C(c3ccc(F)cc3)C2)c1 | -6% | -19%[10.9 µM] | ? | -6%

Later entries
Molecule | p53ts 32C kill | Imprint erasure | IkB signaling | p53ts 39C kill
Cc1ccc(C(=O)CC(C(=O)O)c2cn(CCC#N)c3ccccc23)cc1 (stereo unspecified) | -9% | -9% | 11% | -5%
N#Cc1ccc(C23CC4(C2)[C@H](CN(CC2CCCCC2)[C@@H]4c2ccccc2)C3c2ccc(C(F)(F)F)cc2)cc1 (stereo partly specified) | 5% | -16% | · | -5%
Cc1cccc(OCC(=O)Nc2nnc(S(=O)(=O)N3CCCCCC3)s2)c1 | -11% | -8%[10.9 µM] | -2.1% | -4%
CCOC(=O)C1CCN(C(=O)C2c3ccccc3C(=O)N(C)C2c2ccc(OC)cc2)CC1 (stereo unspecified) | -1% | -1% | 0.7% | -4%
Cc1cccc(N2CCN(C(=O)c3ccc4nc(N5CCC(C)CC5)sc4c3)CC2)c1C | 12% | -12%[10.9 µM] | ? | -24%
Cc1ccc2c(c1)N(C(=O)NCc1ccccc1)CCO2 | 5% | -7%[10.9 µM] | -3.7% | -2%
O=C(NCC1CCCO1)c1nnc(Cc2ccc(F)cc2)o1 (stereo unspecified) | 1% | 28% | -0.8% | 2%
Cn1c(=O)c2c(-c3ccccc3Br)n(C(C)(C)C)cc2n(C)c1=O | 9% | -11%[10.9 µM] | ? | -11%
Cc1ccc(N(C)S(=O)(=O)c2nnc(NC(=O)c3ccco3)s2)cc1 | 10% | -14%[10.9 µM] | ? | -19%
Cc1ccc(C)c(Cn2c(C(=O)O)c(CNCc3cccs3)c3ccccc32)c1 | 16% | -5%[10.9 µM] | ? | -18%
COc1ccc2[nH]c(=O)c(CN(Cc3ccc4c(c3)OCO4)C(C)=O)cc2c1 | -2% | -2% | 0.2% | 3%
C/C(=N\O)C(=O)NCCN1CCCCC1 | 2% | · | 1.2% | 7%
CC1Cc2ccccc2N1C(=O)COc1nc2ccccc2nc1N1CCOCC1 (stereo unspecified) | 4% | -1% | 2.1% | -3%
CC(Oc1ccc(Cl)cc1Cl)C(=O)Nc1ccc2oc(-c3ccncc3)nc2c1 (stereo unspecified) | -1% | -6% | 0.3% | 11%
N#C/C(=C1\CCCN1)c1nc2ccccc2c(=O)[nH]1 | -4% | -4% | -0.5% | 1%

An excerpt from above, reduced to IkB signaling, p53ts 32C kill and p53ts 39C kill.
compound | IkB signaling | p53ts 32C kill | p53ts 39C kill
O=C(NCC1CCCO1)c1nnc(Cc2ccc(F)cc2)o1 (stereo unspecified) | -0.8% | 1% | 2%
Cn1c(=O)c2c(-c3ccccc3Br)n(C(C)(C)C)cc2n(C)c1=O | ? | 9% | -11%

Structures from the list above that have fluorine:
Molecule | p53ts 32C kill | Imprint erasure | IkB signaling | p53ts 39C kill
CCCC1(C(=O)OCC)NC(c2ccc(N(C)C)cc2)C2C(=O)N(c3ccc(F)cc3)C(=O)C21 (stereo unspecified) | 2% | · | 0.9% | 0%
Fc1ccc(-c2nc(Nc3cccc(Cl)c3)nc3c2COc2ccccc2-3)cc1 | -1% | -15%[10.9 µM] | 1.8% | 25%
CCc1cccc(NC(=O)CSC2=Nc3ccccc3N=C(c3ccc(F)cc3)C2)c1 | -6% | -19%[10.9 µM] | ? | -6%
N#Cc1ccc(C23CC4(C2)[C@H](CN(CC2CCCCC2)[C@@H]4c2ccccc2)C3c2ccc(C(F)(F)F)cc2)cc1 (stereo partly specified) | 5% | -16% | · | -5%
O=C(NCC1CCCO1)c1nnc(Cc2ccc(F)cc2)o1 (stereo unspecified) | 1% | 28% | -0.8% | 2%

Other records follow.
Molecule | p53ts 32C kill | Imprint erasure | IkB signaling | p53ts 39C kill
COCCn1c(=NC(=O)c2ccc3c(c2)OCO3)c(C#N)cc2c(=O)n3cccc(C)c3nc21 | -4% | 0% | 0.7% | 6%
CCCNc1ncnc2c1c(-c1ccccc1)cn2-c1ccc(OCC)cc1 | 15% | -20%[10.9 µM] | ? | 6%
O=C(CC1N=C2c3ccccc3N=C(SCc3ccc(Cl)cc3)N2C1=O)NCc1ccco1 (stereo unspecified) | 6% | -20% | 0.5% | 3%
COc1cccc2cc(C(=O)NCCc3c(C)[nH]c4ccc(F)cc34)c(=O)oc12 | 3% | -12%[10.9 µM] | ? | 18%
C=C(C)CSc1nnc(-c2cccc(S(=O)(=O)N(C)C)c2)n1-c1cc(OC)ccc1OC | 5% | -3% | -1.2% | -8%
CN1CCN(S(=O)(=O)c2ccc(-c3noc(C4CCN(S(C)(=O)=O)CC4)n3)cc2)CC1 | 5% | -13% | 0.3% | 2%
O=c1oc2ccc3ccccc3c2cc1-c1nnc(-c2ccccc2)o1 | -19% | 1% | ? | 2%
COc1ccc(NC(=O)CCS(=O)(=O)c2cccc3nonc23)cc1Cl | 6% | -8%[10.9 µM] | 3.8% | -12%
CC(C)NC(=O)CSc1nc(-c2cccs2)cc(-c2ccccc2)c1C#N | -1% | · | · | 23%
CCOc1ccc(N(CC(=O)Nc2cccc(F)c2)S(=O)(=O)c2c(C)noc2C)cc1 | -9% | -20% | 4.5% | 35%[activator]
CC(=O)NCCN=C(C)c1sc2ccccc2c1O | -28% | -21% | 8.1% | -13%
CCOC(=O)C1CCN(Cc2ccc(C(=O)OC)cc2)CC1 | -12% | -2% | -0.5% | 11%
CC1=C(C(=O)Nc2ccccc2C)C(c2cccs2)n2nc(SCc3ccccc3)nc2N1 (stereo unspecified) | -21% | 6%[10.9 µM] | ? | -10%
CC(C)(C)c1ccc(OCCn2cc(C(=O)c3ccco3)c3ccccc32)cc1 | -9% | -18%[10.9 µM] | ? | -7%
COc1ccc(-c2c(C)n([O-])c(C)c(C)[n+]2=O)cc1OC | -4% | · | -1.1% | -8%

Next section
Molecule | p53ts 32C kill | Imprint erasure | IkB signaling | p53ts 39C kill
CCn1nc(-c2ccccc2)c(-c2ccccc2)c(C(=O)Nc2nc(C)c(C(C)=O)s2)c1=O | 7% | -3%[10.9 µM] | ? | -14%
O=C(Nc1nnc(C(F)(F)F)s1)c1cccnc1 | ? | -88%[inhibitor] | ? | -30%
O=C(CCc1nc2ccccc2s1)OCC(=O)c1ccccc1 | 14% | · | · | -10%
O=C(NCCc1nc2ccccc2[nH]1)/C(=C/c1ccco1)NC(=O)c1ccc(Br)o1 | 15% | · | · | -12%
CC(=O)c1cccc(NC(=O)C2=CC(c3ccc4c(c3)OCO4)=NS(=O)(=O)N2C)c1 | -17% | -10%[10.9 µM] | -0.4% | 5%
COc1ccc(NC(=O)Cn2nnc(C(=O)NCc3ccco3)c2N)c(OC)c1 | -3% | -6%[10.9 µM] | -1.7% | -6%
CCCc1nc2ccc(NC(=O)NCCC(=O)OCC)cc2c(=O)n1Cc1ccc(Cl)cc1 | 3% | · | · | 5%
CCOc1cc(C)nc(N2CCCC(C(=O)NCc3ccccc3F)C2)n1 (stereo unspecified) | 10% | -14% | -0.1% | 3%
COc1ccc(-n2nc3c(c2NC(=O)C(=O)N2CCN(C)CC2)CSC3)cc1 | -1% | 8%[10.9 µM] | 2.2% | -25%
CCOC(=O)CCCCNCc1ccccc1 | 1% | -2% | 0.3% | 17%
CCOC(=O)C(NC(C)=O)(Nc1cccc(F)c1)C(F)(F)F (stereo unspecified) | 5% | -10% | -2.4% | 5%
Cn1cccc1Cc1nnc(SCC(=O)NCc2ccc3c(c2)OCO3)n1CCc1ccccc1 | -5% | -7% | 3.3% | -11%
COc1ccc(-c2cc(C(F)(F)F)nc(SCC(=O)N3CCCCC3C)n2)cc1OC (stereo unspecified) | -9% | -15%[10.9 µM] | 3.4% | -2%
COc1ccc(N2Cc3cccc(C(=O)Nc4cccc(F)c4)c3C2=O)cc1 | 5% | -4%[10.9 µM] | -0.3% | -9%

Screening data: PubChem BioAssay, National Center for Advancing Translational Sciences (NCATS)
